# Screening results from PubChem BioAssay.
# Vif-A3F inh: blocks the Vif interaction with APOBEC3F; HeLa A3F-eYFP + Vif (tagged APOBEC3F with the HIV-1 protein that degrades it), YFP fluorescence increase; Potency, µM (highest dose often 46.1 µM), inactives show at the highest dose activity, negative = active; 0.2% of 390,000 active; note: potency is the fitted concentration of half-maximal effect; % of control where 0% means no effect; nearly all actives have a fitted effect of over 65% in size
#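 HeLa cells stably expressing Vif plus C-terminally eYFP-tagged A3F were seeded, incubated overnight at 37 deg C, dosed with compound, incubated overnight again at 37 deg C. Yellow fluorescence (Ex 488/Em 500-530) reported blocked Vif-mediated A3F-eYFP degradation.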
# TrxR1 substrate: rat thioredoxin reductase 1 substrate activity. 0.01% of 390,000 active. purified TrxR1 substrate turnover, NADPH consumption readout. Potency, µM (series often up to 114 µM), for inactives: top-dose activity change, negative = substrate turnover. O89049. AID 588456; note: potency is the fitted concentration of half-maximal effect; % is set by controls: 0 for no effect and ±100 for the full control effect; nearly all actives have a fitted effect of over 50% in size
#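 Rat TrxR1, dispensed at 90 nM, was prereduced with 400 uM NADPH (final) for 5 min at ~22 deg C, then incubated with compound 15 min before 400 uM selenite. A first-read NADPH fluorescence drop versus no-compound background flagged substrates.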
# RGS4 inhibitor: human RGS4 inhibition. 0.039% of 390,000 active. AID 504845. P49798. Transcreener GDP fluorescence polarization, RGS4-accelerated GTP hydrolysis. Potency, µM (highest dose often 114 µM), for the others: top-dose activity change, negative = inhibition, usual class: inhibitors; note: potency is the fitted concentration of half-maximal effect; % is set by controls: 0 for no effect and ±100 for the full control effect; nearly all actives have a fitted effect of over 75% in size; some results filed as inactive show a strong effect at the top dose
# Target sequence (P49798 whole entry, looked up): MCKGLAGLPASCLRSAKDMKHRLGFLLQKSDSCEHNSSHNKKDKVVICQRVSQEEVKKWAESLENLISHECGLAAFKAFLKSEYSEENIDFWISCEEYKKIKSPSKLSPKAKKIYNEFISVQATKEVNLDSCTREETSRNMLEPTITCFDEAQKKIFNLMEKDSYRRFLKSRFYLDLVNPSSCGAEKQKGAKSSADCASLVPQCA
#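 MLSMR compounds (23 nl, pin-transferred) preincubated 10 min at room temperature with a 500nM (2x) first reagent, then RGS4 at 900nM (2x) plus Transcreener GDP mix added; fluorescence polarization (620/688 nm) read before and after 90 min at 30 °C.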
# Glioma ERSR ind: induces the endoplasmic reticulum stress response in human glioma cells | U87-MG GRP78 promoter luciferase reporter, 16 h | Potency, µM, for the others: at the top dose activation, usual class: activators | 0.02% of 420,000 active; note: potency is the fitted concentration of half-maximal effect; series mostly up to about 76 µM; % of control where 0% means no effect; nearly all actives have a fitted effect of over 35% in size
#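 ERSR induction read as luciferase luminescence (Bright-Glo, 10 min at room temperature) in stably transfected human U87-MG glioma cells exposed to compounds for 16 h, using GRP78 as sensor.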
# Vif-APOBEC3G blk: Vif-A3G binding inhibition; Q9HC16; HeLa A3G-eYFP + Vif (tagged APOBEC3G with the HIV-1 protein that degrades it), YFP fluorescence, overnight; Potency, µM (top dose mostly 46.1 µM), inactives show at the highest dose activity, negative = active, hits mostly inhibitors; 0.076% of 410,000 active;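 note: potency is the fitted concentration of half-maximal effect; % is set by controls: 0 for no effect and ±100 for the full control effect; nearly all actives have a fitted effect of over 60% in size; hits raise eYFP signal because A3G escapes Vif-driven loss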
# Target sequence (Q9HC16 whole entry, looked up): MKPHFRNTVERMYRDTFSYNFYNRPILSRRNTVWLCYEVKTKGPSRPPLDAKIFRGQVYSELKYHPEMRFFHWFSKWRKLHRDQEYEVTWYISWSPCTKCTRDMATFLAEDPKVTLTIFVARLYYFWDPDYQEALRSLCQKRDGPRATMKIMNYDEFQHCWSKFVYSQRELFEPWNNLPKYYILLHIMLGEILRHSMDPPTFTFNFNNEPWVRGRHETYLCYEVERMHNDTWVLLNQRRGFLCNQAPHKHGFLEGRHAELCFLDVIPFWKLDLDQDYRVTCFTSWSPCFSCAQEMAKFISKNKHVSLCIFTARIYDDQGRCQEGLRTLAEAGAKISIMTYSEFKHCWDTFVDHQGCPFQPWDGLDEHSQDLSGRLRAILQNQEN
#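 Read-out is eYFP fluorescence (Ex 488/Em 500-530) from Vif-expressing HeLa A3G-eYFP cells; more signal means A3G escaped Vif-mediated degradation. Cells plated overnight, compound pinned in, incubated overnight at 37 deg C.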
# USP1-UAF1 inh: inhibitors of human USP1/UAF1 deubiquitinase | AID 743255 | O94782 | recombinant USP1/UAF1, Ub-Rhodamine cleavage fluorescence | Potency, µM (top dose mostly 57.1 µM), without a hit: at the top dose activity change, negative = inhibition, actives largely listed as inhibitors | 0.23% of 390,000 active; note: potency is the fitted concentration of half-maximal effect; % is set by controls: 0 for no effect and ±100 for the full control effect; nearly all actives have a fitted effect of over 60% in size; inactives centre near -12
#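 Step one: compound is pinned into 1nM USP1/UAF1 in HEPES pH 7.8 buffer with TCEP. Step two: 15 min room-temperature incubation. Step three: Ub-Rho (150nM final) starts cleavage, tracked by fluorescence over six one-minute reads.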
# mIDH1 inhibitor: blocks human mutant IDH1 R132H enzyme | Potency, µM (titrated, usually from 76.6 µM), without a hit: at the top dose activity change, negative = inhibition, usual class: inhibitors | O75874 | 0.093% of 390,000 active | IDH1-R132H enzyme, NADPH consumption, diaphorase/resazurin fluorescence | AID 602179; note: potency is the fitted concentration of half-maximal effect; % is set by controls: 0 for no effect and ±100 for the full control effect; nearly all actives have a fitted effect of over 65% in size
# Target sequence (O75874 whole entry R132H, stated change not applied): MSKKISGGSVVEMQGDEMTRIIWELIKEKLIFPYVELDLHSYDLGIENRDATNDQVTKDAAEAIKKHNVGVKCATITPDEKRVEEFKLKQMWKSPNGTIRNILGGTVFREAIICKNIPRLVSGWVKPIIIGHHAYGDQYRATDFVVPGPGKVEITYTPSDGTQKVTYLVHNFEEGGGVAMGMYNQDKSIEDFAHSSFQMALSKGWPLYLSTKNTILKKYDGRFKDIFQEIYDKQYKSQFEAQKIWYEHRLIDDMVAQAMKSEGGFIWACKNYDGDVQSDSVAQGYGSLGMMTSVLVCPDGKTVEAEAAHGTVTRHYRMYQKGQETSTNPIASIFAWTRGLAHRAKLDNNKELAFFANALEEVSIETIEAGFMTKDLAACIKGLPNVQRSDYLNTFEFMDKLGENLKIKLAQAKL
#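 IDH1-R132H (0.5 ug/mL dispensed) in pH 7.5 Tris buffer was preincubated 30 min with compound, then given a substrate mix of 0.016 mM NADPH and 2 mM alpha-KG for 80 min at room temperature; remaining NADPH was read by diaphorase/resazurin fluorescence.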
# LDHA block: inhibitors of human lactate dehydrogenase A; purified LDHA, NADH/diaphorase-resazurin fluorescence; hits give low values; activity change, % (values are at about 110 or 230 µM); 0.15% of 480,000 active; AID 1347041; in the data active = activity change below about -30%; inconclusive = mostly about -25% to -30%;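 note: plate controls were DMSO wells for no effect and wells without enzyme for full effect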
#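 LDH5 2 nM; NADH 0.06 mM, pyruvate 0.2 mM; 200 mM Tris pH 7.4, EDTA, Tween-20; 5 min RT. Detection: diaphorase 0.133 mg/mL + resazurin 37 µM, fluorescence ex540/em590 at 0 and 20 min; normalized to enzyme-free and DMSO wells.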
# TrxR1 inh: blocks rat thioredoxin reductase 1; recombinant rTrxR1, NADPH fluorescence consumption, selenite substrate; Potency, µM (titrated, usually from 114 µM), without a hit: at the highest dose activity change, negative = inhibition, usual class: inhibitors; 1% of 390,000 active; AID 588453; note: potency is the fitted concentration of half-maximal effect; % is set by controls: 0 for no effect and ±100 for the full control effect; nearly all actives have a fitted effect of over 65% in size
#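 Rat TrxR1 (90 nM in the dispensed reagent) was pre-reduced with 400 uM NADPH for 5 min at room temperature, then incubated with compound for 15 min. After 400 uM selenite was added, NADPH fluorescence (Ex 340/Em 450 nm) was followed for 8 min.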
# * marks the source's active call; other numbers are inactive results; ? = inconclusive; / = no result given; & = joins results of further samples; [ ] = another dose, or the depositor's remark. Unless noted, calls come from the whole dose curve; as a rule, active = well fitted curve in the direction sought with a large enough effect; inconclusive = small, poorly fitted or top-dose-only effect, or another doubt; inactive = no such curve, though single readings can be large; an effect the other way counts as inactive or inconclusive.
# Below each SMILES – Vif-A3F inh	TrxR1 substrate	RGS4 inhibitor	Glioma ERSR ind	Vif-APOBEC3G blk	USP1-UAF1 inh	mIDH1 inhibitor	LDHA block	TrxR1 inh
> CC1(C)CN(c2cccc(-c3ccnc4ncnn34)c2)C1=O
    1%	11%[57.1 µM]	54%[activator]	-1%	0%	-24%	8%	-19	18%[57.1 µM]
> CC(C)(CN1CCCC1)NS(=O)(=O)c1ccccc1
    -18%	-11%	8%	-1%	-5%	-12%	-12%	-2	-6%
> O=c1c(Oc2ccccc2F)coc2cc(OCc3cnn(-c4ccccc4)c3)ccc12
    2%	-5%	42%	-2%	0%	2%	-2%	-10	-7%
> CCc1ccc(OCC(=O)NC(=S)Nc2ccc(C(=O)O)cc2)cc1
    5%	1%	-4%	-3%	4%	-22%	2%	-5	-8%
> Cc1cccn2c(=O)c3cc(C(=O)NC4CCCC4)c(=N)n(CC4CCCO4)c3nc12 (stereo not drawn)
    -2%	402%[activator][57.1 µM]	-6%	-3%	-2%	-2%	6%	-5	84%[activator][57.1 µM]
> COc1cccc(CN2CCN(C(=O)CCc3nnc(C4CCCCC4)o3)CC2=O)c1
    4%	1%	-18%[56.9 µM]	1%	2%	?	0%	-2	0%
> CCOC(=O)N1CCN(S(=O)(=O)c2ccc(C(=O)Nc3sc4c(c3C#N)CCC4)cc2)CC1
    0%	7%	-39%	-5%	1%	-20%	4%	-3	-4%
> OCC(O)C(O)C(O)C(O)C1NCCS1 (stereo not drawn)
    -3%	-1%	-3%	-5%	2%	-23%	6%	-8	131%[activator]
> O=C(O)c1ccccc1C(=O)NNC(=O)C(c1ccccc1)c1ccccc1
    4%	0%	-5%	-4%	-2%	-25%	-2%	-3	11%
> COc1ccc(-c2csc(-c3cccnc3)n2)cc1C
    0%	-2%	27%[56.9 µM]	8%	-6%	-12%	4%	-6	9%
> CCCCn1c2c(c(=N)c3c1CCC3)CCC2
    /	-5%	11%	-7%	0%	-9%	8%	-11	-11%
> COc1cc(/C=N/Nc2ccccc2[N+](=O)[O-])ccc1OC(=O)c1ccccc1F
    -5%	3%	8%	3%	-9%	-18%	-6%	0	35%
> CCCOc1ccc(CNC(=O)c2cc3oc4ccccc4c3n2C)cc1
    /	35%[activator]	-13%	/	/	-12%	/	0	143%[activator]
> CCCN1C2CCCC1CC(NC(=S)Nc1cccc(C)c1)C2 (stereo not drawn)
    0%	4%	5%	1%	-2%	-5%	-3%	-1	-2%
> O=C(CCNS(=O)(=O)c1ccc(Cl)cc1)NCCc1ccccc1
    -6%	/	/	-1%	0%	-10%	-10%	-2	/
> CN1OC(c2ccccc2)=C(CO)C1c1ccccc1 (stereo not drawn)
    11%	-4%[11.4 µM]	-38%	-2%	-4%	-21%	6%	-8	-22%
> COc1ccc(C(=O)OCC(=O)N(C)C2CCS(=O)(=O)C2)cc1S(=O)(=O)N(C)Cc1ccccc1 (stereo not drawn)
    -1%	-12%	16%	-3%	0%	-4%	9%	-9	-8%
> Cc1ccc(SCC(=O)Nc2ccc(-c3nnc(-c4ccco4)o3)cc2)cc1
    -8%	0%	-25%	-4%	-3%	-6%	0%	-5	5%
> C=CCOc1cccc(C(=O)N(C)C2CCCN(Cc3ccccc3F)C2)c1 (stereo not drawn)
    0%	-2%	5%	0%	-9%	-17%	-6%	-5	0%
> COc1ccc(N2CCN(C(CNC(=O)c3ccco3)c3cccnc3)CC2)cc1 (stereo not drawn)
    7%	-10%	-10%	-3%	-1%	-10%	9%	3	-15%

# An excerpt from above in order of their number in RGS4 inhibitor, rising:
SMILES | TrxR1 substrate | RGS4 inhibitor | Glioma ERSR ind | Vif-APOBEC3G blk | USP1-UAF1 inh | mIDH1 inhibitor | TrxR1 inh
COc1ccc(N2CCN(C(CNC(=O)c3ccco3)c3cccnc3)CC2)cc1 (stereo not drawn) | -10% | -10% | -3% | -1% | -10% | 9% | -15%
O=C(O)c1ccccc1C(=O)NNC(=O)C(c1ccccc1)c1ccccc1 | 0% | -5% | -4% | -2% | -25% | -2% | 11%
OCC(O)C(O)C(O)C(O)C1NCCS1 (stereo not drawn) | -1% | -3% | -5% | 2% | -23% | 6% | 131%[activator]

# More compounds.
# Below each SMILES – Vif-A3F inh	TrxR1 substrate	RGS4 inhibitor	Glioma ERSR ind	Vif-APOBEC3G blk	USP1-UAF1 inh	mIDH1 inhibitor	LDHA block	TrxR1 inh
> N#CCCN(C(=O)COC(=O)c1ccc2ccccc2n1)c1ccccc1
    0%	1%	4%	6%	1%	-6%	-1%	-7	13%
> Cc1ccc(C(=O)CSc2nc3cccnc3n2C)cc1
    4%	-2%	-26%	0%	-1%	1%	2%	-6	6%
> COc1ccc(-n2nnnc2SCC(=O)N2CCCc3ccccc32)cc1OC
    -2%	2%[11.4 µM]	-12%	-3%	0%	-17%	-1%	-1	-16%[11.4 µM]
> Cc1ccc2c(c1)c1c(c(=O)n(Cc3ccccc3)c(=O)n1Cc1ccccc1F)n2C
    -2%	1%	35%	0%	1%	-17%	-7%	-14	-19%
> CCC(NC(=O)c1cc(COc2ccc(Cl)cc2OC)on1)c1ccncc1 (stereo not drawn)
    1%	-10%	-6%	5%	0%	-1%	2%	-1	-11%
> O=C(NC1CCCCC1)N(Cc1nc2ccccc2c(=O)[nH]1)C1CCCCC1
    -4%	3%	-24%	10%	1%	-5%	0%	4	-6%
> COc1ccc(C(=O)N(C)CCCC2CCCC2)cc1OC1CCN(C(C)C)CC1
    2%	-11%	-16%	?	2%	-14%	9%	0	?
> COc1ccc(NC(=O)COC(=O)c2cnccn2)cc1Cl
    -4%	-3%	-6%	-5%	2%	-9%	5%	-2	2%
> Cc1ccc(CCNC(=O)c2ccc(CSCc3ccccc3C)o2)cc1
    -1%	0%[57.1 µM]	-2%	-3%	-4%	-14%	6%	5	7%[57.1 µM]
> COc1ccc(CNC(=O)C/C(C)=N/NC(=O)COc2ccc(C)cc2Br)cc1
    -29%	-1%[57.1 µM]	-38%	-4%	?	-8%	8%	2	-58%
> CCOC(=O)c1ccc(NC2SC(=O)N(Cc3cccc(C(=O)O)c3)C2=O)cc1 (stereo not drawn)
    0%	-5%	-38%	-1%	2%	-14%	-20%	-11	79µM*
> Cn1c(=O)c2ncn(CC(=O)Nc3cc(C(F)(F)F)ccc3N3CCOCC3)c2n(C)c1=O
    1%	1%[57.1 µM]	-2%	-5%	0%	-6%	-3%	-7	-2%[57.1 µM]
> COc1ccc(Nc2nc3c(S(=O)(=O)c4ccc(C)cc4)nnn3c3ccsc23)cc1Cl
    ?	29%	-26%	-4%	3%	?	-15%	-7	6%
> CCCCCN=C(C)c1c(O)c2ccccc2oc1=O
    -13%	7%[57.1 µM]	8%	1%	-4%	-16%	10%	-8	5%
> Cc1ccc(Cl)cc1N1CCN(C2(c3ccccc3)C(=O)c3ccccc3C2=O)CC1
    -16%	-3%	8%	-5%	4%	-23%	9%	7	7%
> CCOc1ccc2nc(NC3=NC(c4ccc(OC)cc4)CC(=O)N3)nc(C)c2c1 (stereo not drawn)
    ?	16%	?	-6%	?	?	-6%	-6	66%[activator]
> Cn1c(=O)c2c(O)c(Cc3ccccc3)c(=O)n(C)c2n(C)c1=O
    -8%	12%[57.1 µM]	6%	-7%	3%	-13%	15%	8	42%[activator][57.1 µM]
> O=c1c(O)c(-c2ccc(O)cc2O)oc2cc(O)cc(O)c12
    /	9%[57.1 µM]	?	-5%&-1%&2%&-4%	-4%	/	/	8	7.1µM*
> Cc1cnccc1/C=C/c1ccc(N)cc1
    /	-12%	/	-3%	-4%	/	/	2	-11%
> Cc1ccnc(NC(=O)CNC(=O)c2ccc(Br)o2)c1
    ?	0%	22%	8%	1%	-9%	-7%	-12	14%
> CNc1c([N+](=O)[O-])cnn1-c1ccc(C)cc1
    10%	1%[0.457 µM]	-14%	-5%	2%	-1%	0%	-8	9%
> CCOc1ccc(C2NC(=O)Cc3cc(OC)c(OC)cc32)cc1 (stereo not drawn)
    -1%	-5%	11%	-9%	-4%	-9%	-7%	-7	-4%
> O=C(CSc1n[nH]c(-c2ccccc2)n1)NCc1cccc(C(=O)O)c1
    -17%	-3%	11%	0%	0%	1%	-2%	-7	7%

# Complete entries, quoted from the list. Values in the order: Vif-A3F inh | TrxR1 substrate | RGS4 inhibitor | Glioma ERSR ind | Vif-APOBEC3G blk | USP1-UAF1 inh | mIDH1 inhibitor | LDHA block | TrxR1 inh
# `CCOc1ccc2nc(NC3=NC(c4ccc(OC)cc4)CC(=O)N3)nc(C)c2c1` (stereo not drawn) in the list: ? | 16% | ? | -6% | ? | ? | -6% | -6 | 66%[activator]
# `Cc1ccc(Cl)cc1N1CCN(C2(c3ccccc3)C(=O)c3ccccc3C2=O)CC1` in the list: -16% | -3% | 8% | -5% | 4% | -23% | 9% | 7 | 7%
# `COc1ccc(Nc2nc3c(S(=O)(=O)c4ccc(C)cc4)nnn3c3ccsc23)cc1Cl` in the list: ? | 29% | -26% | -4% | 3% | ? | -15% | -7 | 6%
# `Cn1c(=O)c2ncn(CC(=O)Nc3cc(C(F)(F)F)ccc3N3CCOCC3)c2n(C)c1=O` in the list: 1% | 1%[57.1 µM] | -2% | -5% | 0% | -6% | -3% | -7 | -2%[57.1 µM]

# The list is partial. The share of hits here may be higher or lower than overall.
